Mot1-301 SUMO = SUMOylation pathway inhibition by Mot1-301 growth rescue; S. cerevisiae Mot1-301 growth rescue, ATP luminescence, 38.5C; percent above DMSO median, 100 means doubled; growth rescue, % at 18.8 µM; 320,000 compounds, 1% hits; AID 2716;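 active means every valid replicate shows activation above 250% relative to neutral control wells; inactive means the rest, any valid replicate at or below 250%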;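 further: OY570 slx delta 5 strain wells were the positive control but not used for scaling; some compounds called inactive have numbers as strong as hits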
Tat export inh = inhibitors of E. coli Tat protein transport | AID 488895 | inhibition, % at 10 µM | 340,000 compounds, 0.036% hits | E. coli MC4100 TorA-mCherry Tat export, fluorescence;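 active means mean replicate inhibition at least 50% and at least half of replicates individually reaching 50%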;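 further: exported cargo escapes ClpAP degradation while cytoplasmic cargo is degraded and loses fluorescence; 0% = median of neutral control wells and 100% = median of NaSCN control wells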
E coli growth = bacterial growth inhibition, counter-screen for AddAB inhibitors. 330,000 compounds, 0.27% hits. inhibition, % at 11.9 µM. E. coli V3065 growth, OD600 absorbance, 18 h. AID 449728;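 active means inhibition above the campaign's mean inhibition across all tested compounds plus 3 SD, cut at about 9.9% in these data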;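 further: uninfected addAB+ strain grown without phage in ampicillin broth; 0% = DMSO wells and 100% = ciprofloxacin 0.95 µg/ml wells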
DAGLB inh = diacylglycerol lipase beta (human) inhibition; HEK293T DAGLB membrane lysate, EnzChek fluorogenic substrate; AID 504411; Q8NCG7; inhibition, % at 5.17 µM; 340,000 compounds, 0.059% hits; in the data active means inhibition above about 34%;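 further: 0% = enzyme with vehicle and 100% = wells lacking enzyme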
Target sequence (Q8NCG7 whole entry, looked up): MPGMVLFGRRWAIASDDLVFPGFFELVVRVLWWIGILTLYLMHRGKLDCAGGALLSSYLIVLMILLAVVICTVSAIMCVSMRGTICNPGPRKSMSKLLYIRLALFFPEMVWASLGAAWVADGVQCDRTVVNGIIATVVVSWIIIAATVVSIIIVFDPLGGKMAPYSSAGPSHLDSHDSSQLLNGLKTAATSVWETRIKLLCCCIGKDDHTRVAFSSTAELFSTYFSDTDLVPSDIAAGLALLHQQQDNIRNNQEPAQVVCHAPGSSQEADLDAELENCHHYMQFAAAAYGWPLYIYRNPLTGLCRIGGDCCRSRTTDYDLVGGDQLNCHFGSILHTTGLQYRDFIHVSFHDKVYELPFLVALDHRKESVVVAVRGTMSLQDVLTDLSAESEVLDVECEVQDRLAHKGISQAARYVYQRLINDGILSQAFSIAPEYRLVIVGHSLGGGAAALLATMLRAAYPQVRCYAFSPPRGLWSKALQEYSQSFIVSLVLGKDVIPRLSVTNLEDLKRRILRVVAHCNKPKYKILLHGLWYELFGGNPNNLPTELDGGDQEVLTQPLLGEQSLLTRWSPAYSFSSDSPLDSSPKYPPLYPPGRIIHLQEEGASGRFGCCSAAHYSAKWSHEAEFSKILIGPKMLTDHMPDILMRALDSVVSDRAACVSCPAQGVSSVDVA
PKA-R1A activ = activates the PKA-R1A holoenzyme complex | P00514+P68181 | PKA-R1A dissociation, Cy5-IP20 fluorescence polarization; scaled: DMSO 0%, 113 µM cGMP 100% | activation, % at 11.4 µM | 340,000 compounds, 0.083% hits | AID 504707;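 active means percent activation above the mean of all tested compounds plus 3 SD, cut at about 19% in these data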;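 further: higher means more PKAc released from R1A so a rise in polarization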
CDK5 inh = CDK5/p35 (human) kinase inhibition | Q00535+Q15078 | inhibition, % at 10 µM | Recombinant CDK5/p35, ADP-Glo luminescence, 60 min | 330,000 compounds, 0.01% hits;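 active means highest replicate inhibition of at least 50% and at least 75% of replicates reaching 50%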;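 further: plate controls were DMSO neutral control for no effect and GW8510 at 10 µM for full effect; many of its hits are not listed in these tables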
phage Ecoli inh = E. coli growth loss with phage present; inhibition, % at 11.9 µM; 360,000 compounds, 0.26% hits; AID 651602; growth absorbance; in the data active means inhibition above about 11%
AddAB inh = less growth of phage-infected E. coli with AddAB; E. coli expressing H. pylori AddAB, absorbance growth; 330,000 compounds, 0.29% hits; inhibition, % at 11.9 µM; AID 435030; in the data active means inhibition above about 12%;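 further: 0% = vehicle wells of infected cells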
HTR5A ag ctr = counter-screen for OPRM1-OPRD1 agonists: human HTR5A agonism; activation, % at 9.3 µM; P47898; AID 504692; HTR5A agonist assay, luminescence, cell-based; 340,000 compounds, 0.61% hits; in the data active means activation mostly above about 9.5%, no sharp cut-off; inactive means mostly below about 7.6%;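 further: 0% = cells with vehicle only and 100% = reference agonist; strong numbers were not always called active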
Target sequence (P47898 whole entry, looked up): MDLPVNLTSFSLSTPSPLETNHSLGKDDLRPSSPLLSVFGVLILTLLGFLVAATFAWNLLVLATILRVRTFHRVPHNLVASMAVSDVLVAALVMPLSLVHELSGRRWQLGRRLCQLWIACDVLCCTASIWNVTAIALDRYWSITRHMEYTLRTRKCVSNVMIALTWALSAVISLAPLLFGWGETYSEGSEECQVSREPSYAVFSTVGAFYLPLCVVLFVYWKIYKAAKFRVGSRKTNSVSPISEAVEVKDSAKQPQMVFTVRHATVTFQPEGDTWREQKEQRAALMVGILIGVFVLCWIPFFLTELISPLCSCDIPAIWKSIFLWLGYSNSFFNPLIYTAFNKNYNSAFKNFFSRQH
PKA-R2B activ = activators of human PKA-R2B complex; P22694+P31323; PKA-R2B holoenzyme dissociation, Cy5-IP20 fluorescence polarization; R2B truncated from residue 108, S112A mutant; 0% DMSO only, 100% 113 µM cGMP; activation, % at 11.4 µM; AID 504700; 340,000 compounds, 0.079% hits;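 active means activation above a cutoff set at the mean over all compounds plus 3 SD, cut at about 18% in these data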;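 further: higher means more holoenzyme dissociation and a rise in polarization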
HTR5A inv ctr = counter-screen for OPRM1-OPRD1 inverse agonists: human HTR5A inverse agonism; P47898; HTR5A cell line, luminescence; inhibition, % at 9.3 µM; 340,000 compounds, 0.083% hits; in the data active means inhibition mostly above about 23%, no sharp cut-off; inactive means mostly below about 18%;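 further: 0% = cells with DMSO and 100% = no-cell wells with DMSO; some compounds called inactive have numbers as strong as hits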
Numbers without * were called inactive; x = no result given.

SMILES	Mot1-301 SUMO	Tat export inh	E coli growth	DAGLB inh	PKA-R1A activ	CDK5 inh	phage Ecoli inh	AddAB inh	HTR5A ag ctr	PKA-R2B activ	HTR5A inv ctr
CCCCCCCCCCCCCCCC(=O)OCC1OC(n2ccc(N)nc2=O)C(O)C1O (stereo unspecified)	x	-3	x	-5	-7	0.2	2.1	x	9	-9	-35
COc1ccc(NS(=O)(=O)c2ccc(C)c(NC(=O)C3CCCO3)c2)cc1 (stereo unspecified)	0	0	1.1	-2	-5	0.3	2.8	0.8	6	7	-14
CS(=O)(=O)N1CCC(C(=O)N2CCC(Cc3ccccc3)CC2)CC1	-6	-2	1.1	-3	4	0.1	0.6	0.7	-1	-3	20
O=C(CCc1ccccc1)Nc1ccc(N2CCCCC2)cc1	34	-3	-0.5	-2	-4	-1.2	2.4	3.0	8	-8	7
COc1ccc(CNC(=O)COC(=O)c2cncc(Br)c2)cc1	-2	-4	0.8	0	7	0.6	0.3	1.2	0	0	29
COc1ccc2oc(=O)c(C(=O)Nc3ccccc3C)cc2c1	5	-2	0.9	-10	2	-0.2	3.6	-0.2	1	-13	-5
O=C(Nc1ccccc1C(=O)Nc1ccccn1)c1ccc([N+](=O)[O-])cc1	-14	-5	-0.9	-5	-1	-1.1	1.2	0.8	-1	-3	4
O=C(Nc1cc(F)cc(F)c1)c1sc(Cl)nc1-c1ccccc1	-9	3	0.3	-5	-5	x	2.8	-0.4	4	9	-23
O=C(N/N=C/c1cn(-c2ccccc2)nc1-c1ccc(F)cc1)c1ccc(Br)o1	19	-13	2.5	-2	-7	-1.0	2.1	5.2	-5	7	-31
CCC(C(=O)OCC(=O)C1(O)CCC2C3CCC4=CC(=O)CCC4(C)C3C(O)CC21C)C(C)C (stereo unspecified)	x	22	x	-5	-2	-0.7	-0.8	x	6	0	-24
COc1ccc(OCCCC(=O)Nc2ccc(N3CCCCC3)cc2)cc1	45	-6	-0.4	-2	4	0.0	2.6	3.9	6	0	-14
O=C(COC(=O)/C=C/c1ccccc1Cl)NC1CCCCCC1	158	-4	0.2	-2	-6	-2.2	6.3	1.8	2	-5	-6
CCCc1nnc(SCC(=O)NC2CCCCC2)n1CCOC	66	-4	0.2	-2	2	0.8	4.5	4.7	-7	-3	-14
Cc1cccc(CN2CCC(CNC(=O)Nc3ccc(F)c(Cl)c3)CC2)c1	-8	-5	-1.9	-4	7	-1.0	5.7	2.2	1	0	-2
COCC(C)n1c(SCC(=O)NNC(=O)c2ccc(F)cc2)nc2ccccc2c1=O (stereo unspecified)	346*	-10	0.3	-1	-3	0.5	3.2	4.3	-9	1	23
COc1cc(Cl)c(S(=O)(=O)N2CC(C)OC(C)C2)cc1Cl (stereo unspecified)	-11	0	1.2	-4	-7	-2.1	0.8	2.4	-2	-4	4
CCOC(=O)C1CCCN(C(=O)c2cc(Nc3ccc(OC)cc3)nc3ccccc23)C1 (stereo unspecified)	5	6	-2.2	2	-4	-1.5	1.7	2.3	2	-12	-7
COc1ccc(-c2cn(CCC(=O)O)c(-c3ccncc3)n2)cc1	4	-5	-0.7	-4	-6	-1.8	1.1	-0.7	1	6	26
COc1ccccc1C(=O)NC(=O)Nc1cccc(Cl)c1	24	0	-0.3	-7	8	-0.2	3.0	-0.3	-4	0	14
CN(C)S(=O)(=O)c1ccc(F)c(C(=O)Nc2ccccc2C(=O)NC2CC2)c1	x	1	-2.4	-4	3	-1.4	0.9	2.8	-1	7	3
CCCCC1(CC)C(=O)NC(=O)NC1=Nc1ccc(OC)cc1 (stereo unspecified)	204	-4	-1.6	-2	-6	-2.0	2.4	2.3	9	-3	-10
CC(C)c1nc2scc(-c3ccc(Cl)cc3)c2c(=O)n1N	4	1	1.0	-9	4	-1.7	1.8	1.3	-1	-16	-15
O=C1CC2(CCN(C(=O)c3ccc(Cl)cc3)CC2)Oc2ccccc21	-6	12	-1.2	-2	1	1.0	0.6	-1.2	-5	-5	12
COc1cc(CC(=O)OCC(=O)NCC(C)C)cc(OC)c1OC	10	1	1.3	0	-4	2.4	1.8	1.7	2	8	19
Cc1ccc(NC2=NCC(=O)N2C2CCCC2)cc1C	x	-8	0.6	-4	-1	0.9	1.5	4.5	-1	6	-49
More compounds:
SMILES	Mot1-301 SUMO	Tat export inh	E coli growth	DAGLB inh	PKA-R1A activ	CDK5 inh	phage Ecoli inh	AddAB inh	HTR5A ag ctr	PKA-R2B activ	HTR5A inv ctr
CCCCN1C(=O)CC(SC2CC(=O)N(CCCC)C2=O)C1=O (stereo unspecified)	x	0	x	0	-5	-1.2	-1.3	x	-3	-14	12
O=C(Cn1ccccc1=O)Nc1ccc(Cl)c(S(=O)(=O)N2CCCCC2)c1	1	-1	-1.2	3	-5	0.5	-10	1.9	0	-5	-8
CSc1nnc(C)c(/C=C/Nc2ccc(Cl)cc2)n1	-7	-18	-1.4	-3	3	0.7	1.4	1.3	-3	2	6
C=CCNCc1ccc(C(=O)NCCCCCCC)cc1[N+](=O)[O-]	-1	-5	0.0	-4	-4	-0.5	5.7	3.9	-1	-5	-6
CN1C[C@@H]2[C@@H]3C(=O)N(Cc4ccccc4)C(=O)[C@@H]3[C@](Cc3ccccc3)(C1=O)N2C(=O)c1ccc(F)cc1	x	-40	x	0	0	0.8	3.1	x	9	-8	-25
COc1ccc(-n2c(=O)cc(N3CCCCCC3)[nH]c2=O)cc1	-7	5	2.1	-2	4	1.1	1.7	3.0	1	0	-13
CNC(=S)N1N=C(c2ccc(OC)cc2)CC1c1ccc(Cl)cc1Cl (stereo unspecified)	-14	2	-0.7	-3	-6	1.1	3.0	-1.6	0	-3	1
COc1ccc(C(CC(=O)O)NC(=O)COc2ccccc2)cc1OC (stereo unspecified)	40	7	0.2	2	-9	-0.3	1.6	2.0	-2	-4	8
O=C(CNS(=O)(=O)c1ccc(F)cc1)N1CCCCCC1	-2	1	-0.1	2	-8	-1.9	4.2	-1.8	1	-7	-4
CCCn1c(SCC(=O)Nc2cccc(C(=O)OC)c2)nnc1-c1cccnc1	123	6	-1.2	1	-3	-1.5	0.3	0.0	-1	-13	-4
N#Cc1c(NC(=O)c2ccccc2Cl)n(Cc2ccccc2)c2nc3ccccc3nc12	-10	4	-0.3	8	-9	2.4	5.1	5.6	3	-6	-9
CC(C)CC(=O)NNC(=S)NCc1ccco1	x	9	-0.9	-1	-9	-0.4	1.8	0.9	-5	2	5
O=S(=O)(Nc1ccc(-n2cnnn2)cc1)c1cccc(Cl)c1	x	11	x	0	0	-3.4	2.7	x	14	7	-34
O=C(Cc1ccc(-n2cccc2)cc1)N1CCN(c2ccccc2F)CC1	8	0	2.0	-2	4	0.4	3.9	1.9	1	6	7
CNc1nc(N/N=C/c2cc([N+](=O)[O-])ccc2F)nc(Nc2ccccc2)n1	x	-4	x	2	-4	-0.6	2.1	x	7	-12	-19
CCOC(=O)c1c(-c2cccs2)csc1NC(=O)COC(=O)c1c(C)noc1C	-10	3	-2.6	-20	-6	0.4	2.2	-3.2	-3	11	8
Cc1cc(C(=O)NCc2ccco2)c2cc(F)ccc2n1	102	-3	0.6	-1	0	0.9	2.4	2.9	4	3	33
COc1ccc([C@H]2CC(=O)C=C(c3ccc(F)nc3)C2)cc1OC	14	-9	0.4	1	-10	0.7	1.9	0.3	3	-8	-7
O=C(NCCOC(=O)Nc1cccc2ccccc12)OCc1ccccc1	x	7	x	-2	-10	2.0	3.3	x	2	-13	-8
Cc1c(C(=O)NCCC2=CCCCC2)sc2ncnc(N3CCCCC3C)c12 (stereo unspecified)	-4	12	-1.1	-9	-3	x	1.3	0.8	11*	-9	-44
C#CCOCCOCCOCCNc1nc(N2CCN(C(=O)[C@H](CCC(=O)O)n3cc(C(N)CC(C)C)nn3)CC2)nc(N2CCN(C(=O)[C@H](CCC(=O)O)n3cc(C(N)CC(C)C)nn3)CC2)n1 (stereo partly specified)	-9	-2	3.7	-2	-6	1.2	x	5.2	0	-2	1
Cc1cc(S(=O)(=O)N2CCN(CC(=O)NCCc3cccs3)CC2)ccc1Br	-17	27	-2.3	0	-10	-10	2.8	0.3	1	-14	-5
CCN(CC)CCNC(=O)C(=O)Nc1ccc(C(=O)OC)cc1	-3	1	-1.6	1	2	0.0	0.9	0.2	-5	-2	-2

Molecules above that have fluorine (11):
SMILES	Mot1-301 SUMO	Tat export inh	E coli growth	DAGLB inh	PKA-R1A activ	CDK5 inh	phage Ecoli inh	AddAB inh	HTR5A ag ctr	PKA-R2B activ	HTR5A inv ctr
O=C(Nc1cc(F)cc(F)c1)c1sc(Cl)nc1-c1ccccc1	-9	3	0.3	-5	-5	x	2.8	-0.4	4	9	-23
O=C(N/N=C/c1cn(-c2ccccc2)nc1-c1ccc(F)cc1)c1ccc(Br)o1	19	-13	2.5	-2	-7	-1.0	2.1	5.2	-5	7	-31
Cc1cccc(CN2CCC(CNC(=O)Nc3ccc(F)c(Cl)c3)CC2)c1	-8	-5	-1.9	-4	7	-1.0	5.7	2.2	1	0	-2
COCC(C)n1c(SCC(=O)NNC(=O)c2ccc(F)cc2)nc2ccccc2c1=O (stereo unspecified)	346*	-10	0.3	-1	-3	0.5	3.2	4.3	-9	1	23
CN(C)S(=O)(=O)c1ccc(F)c(C(=O)Nc2ccccc2C(=O)NC2CC2)c1	x	1	-2.4	-4	3	-1.4	0.9	2.8	-1	7	3
CN1C[C@@H]2[C@@H]3C(=O)N(Cc4ccccc4)C(=O)[C@@H]3[C@](Cc3ccccc3)(C1=O)N2C(=O)c1ccc(F)cc1	x	-40	x	0	0	0.8	3.1	x	9	-8	-25
O=C(CNS(=O)(=O)c1ccc(F)cc1)N1CCCCCC1	-2	1	-0.1	2	-8	-1.9	4.2	-1.8	1	-7	-4
O=C(Cc1ccc(-n2cccc2)cc1)N1CCN(c2ccccc2F)CC1	8	0	2.0	-2	4	0.4	3.9	1.9	1	6	7
CNc1nc(N/N=C/c2cc([N+](=O)[O-])ccc2F)nc(Nc2ccccc2)n1	x	-4	x	2	-4	-0.6	2.1	x	7	-12	-19
Cc1cc(C(=O)NCc2ccco2)c2cc(F)ccc2n1	102	-3	0.6	-1	0	0.9	2.4	2.9	4	3	33
COc1ccc([C@H]2CC(=O)C=C(c3ccc(F)nc3)C2)cc1OC	14	-9	0.4	1	-10	0.7	1.9	0.3	3	-8	-7

Bioassay records as filed in PubChem.
